XBP1 UPR activ: activators of adaptive arm of unfolded protein response (XBP1); activation, % at 20 µM; AID 463104; CHO-XBP1 luciferase reporter, IRE1-XBP1 UPR activation, luminescence; percent of tunicamycin response, DMSO as zero; 330,000 compounds, 0.33% hits;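 active = versus positive control, 20 µM dose yields 30% or more activation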;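 also: 100% = tunicamycin at 10 µg/mL and 0% = DMSO only wells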
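Material: CHO-XBP1 cells stably carrying IRE1-XBP1-driven luciferase reporter / Amount: 1000 cells per well / Compound: 20 µM, 1% DMSO / Times: 6 h treatment, 37 °C / Detection: luciferase luminescence / Measure: % activation of reporter signal versus tunicamycin and DMSO controls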
TIM10 inh: TIM10 yeast growth inhibition. S. cerevisiae TIM10 strain growth, BacTiter-Glo luminescence, 24 h. inhibition, % at 10 µM. 330,000 compounds, 1.4% hits. AID 463195;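 active = inhibition of 40% or more at the single tested concentration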;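 also: wild-type TIM10 isogenic control strain grown at permissive 25 °C; 0% = DMSO yeast wells and 100% = minimal medium wells without yeast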
UPR CHOP act: activators of apoptotic arm of unfolded protein response (CHOP) | CHO-CHOP luciferase reporter, UPR activation, luminescence; percent of tunicamycin response over DMSO baseline | activation, % at 10 µM | 330,000 compounds, 0.34% hits;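 active = at 10 µM dose, activation of 40% or more, normalized to positive control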;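 also: 100% = tunicamycin at 10 µg/mL and 0% = DMSO alone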
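measured by = luciferase luminescence | assay system = CHO-CHOP cells, stable luciferase reporter of PERK-eIF2a-CHOP signalling | amount = 500 reporter cells seeded per well | timing = 6 h compound exposure at 37 °C after overnight seeding | controls = positive tunicamycin 10 µg/mL, negative DMSO alone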
Mdm2 MdmX PPI: human Mdm2/MdmX binding inhibition | inhibition, % at 8 µM | AID 485346 | 330,000 compounds, 3% hits | SaOS-2 split-luciferase Mdm2/MdmX complementation, luminescence;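 active = inhibition of at least 50% at 8 µM in the primary screen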
CXCR6 inh: blocks human CXCR6 beta-arrestin recruitment | CHO-K1 PathHunter CXCR6 beta-arrestin, luminescence | inhibition, % at 20 µM | 360,000 compounds, 0.36% hits | AID 602244; in the data active = inhibition above about 34%, passing the limit was not always enough;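 also: antagonist mode with CXCL16 agonist at 10 nM final; 0% = 10 nM CXCL16 with DMSO and 100% = unstimulated wells without agonist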
Target sequence (O00574 whole entry, looked up): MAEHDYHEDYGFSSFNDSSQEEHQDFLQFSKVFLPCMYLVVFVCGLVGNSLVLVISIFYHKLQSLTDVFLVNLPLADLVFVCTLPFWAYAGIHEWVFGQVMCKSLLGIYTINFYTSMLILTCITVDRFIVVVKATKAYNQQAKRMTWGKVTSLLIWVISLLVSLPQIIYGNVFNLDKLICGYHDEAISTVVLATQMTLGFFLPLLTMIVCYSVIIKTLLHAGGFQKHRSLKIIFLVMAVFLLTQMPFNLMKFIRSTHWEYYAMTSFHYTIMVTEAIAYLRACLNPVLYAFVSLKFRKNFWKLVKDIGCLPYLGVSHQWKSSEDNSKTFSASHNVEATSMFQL
tim23-1 inh: tim23-1 yeast growth inhibition. inhibition, % at 20 µM. 330,000 compounds, 1.3% hits. S. cerevisiae tim23-1 growth, BacTiter-Glo luminescence, 24 h. AID 463212;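 active = growth inhibition of the mutant yeast at or above 50%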;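 also: temperature-sensitive mutant grown at 25 °C; plate controls were DMSO-treated mutant yeast for no effect and medium wells lacking yeast for full effect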
APJ antagonist: APJ receptor antagonism; P35414; CHO-K1 APJ beta-arrestin complementation, luminescence; inhibition, % at 20 µM; 330,000 compounds, 0.32% hits;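 active = inhibition above about 40% at 20 µM, limit read from the data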;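 also: cells challenged with 10 nM apelin-13 agonist together with compound; plate controls were apelin-13 plus DMSO wells for no effect and DMSO wells lacking apelin-13 for full effect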
Target sequence (P35414 whole entry, looked up): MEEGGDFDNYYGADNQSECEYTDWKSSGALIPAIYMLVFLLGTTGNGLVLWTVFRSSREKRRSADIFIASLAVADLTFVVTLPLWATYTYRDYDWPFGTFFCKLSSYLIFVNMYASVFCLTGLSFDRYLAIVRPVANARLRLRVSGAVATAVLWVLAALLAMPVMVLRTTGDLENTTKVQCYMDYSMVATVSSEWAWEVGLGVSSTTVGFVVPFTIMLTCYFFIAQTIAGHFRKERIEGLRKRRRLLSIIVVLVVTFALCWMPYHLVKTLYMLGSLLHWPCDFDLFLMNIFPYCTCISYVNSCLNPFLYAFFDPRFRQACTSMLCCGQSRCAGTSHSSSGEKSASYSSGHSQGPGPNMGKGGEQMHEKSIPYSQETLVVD
APJ ag: activates the human apelin receptor APJ; CHO-K1 APJ PathHunter beta-arrestin, luminescence; 0% DMSO wells, 100% apelin; activation, % at 20 µM; 330,000 compounds, 0.11% hits; AID 2520; P35414;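 active = activation more than six SD over the plate average, tested at 20 µM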;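 also: 0% = DMSO alone and 100% = apelin-13 at 10 nM; some results filed as inactive read as strong as hits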
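Assay system: CHO-K1 APJ beta-arrestin complementation cell line / Compound: single test compound dose, 20 µM final, 1% DMSO / Times: overnight seeding, 90 min compound at 25 °C, 1 h detection / Technique: beta-gal luminescence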
tim10-1 inh: tim10-1 yeast growth inhibition. inhibition, % at 20 µM. S. cerevisiae tim10-1 ts strain growth, BacTiter-Glo, 24 h. 330,000 compounds, 2.2% hits. AID 463190;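 active = inhibition of at least 40%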;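 also: mutant grown at 25 °C; 0% = DMSO wells with yeast and 100% = wells holding no yeast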
Numbers without * were called inactive; nt = not tested or not shown; & = joins results of further samples.

SMILES	XBP1 UPR activ	TIM10 inh	UPR CHOP act	Mdm2 MdmX PPI	CXCR6 inh	tim23-1 inh	APJ antagonist	APJ ag	tim10-1 inh
Cc1ccc(C2=NS(=O)(=O)N(C)C(C(=O)Nc3cc(C)n(CC(=O)N4CCCCC4)n3)=C2)cc1	2	-1	0.1	-3	-1	-10	17	-2	-1
Cc1ccc2[nH]c3c(c2c1)CC/C(=C/c1ccccc1)C3=O	1	3	12	-8	-2	11	6	0	15
CCOc1cc(/C=C2/C(=N)N3C(=NC2=O)SN=C3S(=O)(=O)CC)ccc1OC(=O)c1ccco1	-1	11	-0.2	12	7	17	3	-2	17
CCOc1ccc(NC(=O)CN2CCCC2c2cccs2)cc1S(=O)(=O)N1CCCCC1 (configuration not stated)	-1	-5	-0.6	5	3	21	3	1	10
Cc1nc(C(=O)NCCC(C)C)sc1C1(C)CC(c2ccccc2)=NO1 (configuration not stated)	-2	-31	-0.7	-18	8	-1	13	-3	-20
CCc1nccn1S(=O)(=O)c1cccc([N+](=O)[O-])c1	-1	2	2.1	-1	8	21	1	6	-9
O=C1N(S(=O)(=O)c2ccccc2F)C(=O)C2(CCCC2)N1S(=O)(=O)c1ccccc1F	2	-5	-1.3	-6	-4	8	1	-2	16
CCCn1c(O)c2ccc(C(=O)N=NC(=O)c3cccnc3)cc2c1O	-4	-15	-2.9	7	-7	15	-10	-4	8
S=C(NCCc1cccc(Cl)c1)NCc1ccccc1	-1	30	4.9	6	-4	56*	2	-9	36
N#Cc1c(-c2ccco2)ccn(Cc2cccc(F)c2)c1=O	-1	21	3.2	5	4	7	7	0	26
NCC(O)COc1ccc2c(c1)OCO2 (configuration not stated)	-3	0	0.0	-17	7	4	13	2	-2
CNS(=O)(=O)c1cc(C(=O)OCC(=O)NC2CCCc3ccccc32)ccc1Cl (configuration not stated)	0	6	3.8	26	1	7	-8	0	6
COc1ccc(C(C)=O)cc1CC(=O)Nc1ccc2c(c1)CCC2	3	-3	0.8	-18	8	12	8	2	-1
CN(C)S(=O)(=O)c1ccc(N2CCCC2)c(C(=O)NCc2ccccc2)c1	-2	-1	-1.5	23	5	-4	13	-2	-2
CCOC(=O)C1(Cc2cccc(F)c2)CCN(Cc2ccc(COC)o2)CC1	-1	-1	-2.0	13	8	4	11	-2	15
Cc1cccc(C(=O)NCC(=O)OCC(=O)NC2CCCCCCC2)c1	3	2	1.1	8	-6	5	16	-9	11
Cc1ccc(S(=O)(=O)N2CCOCC2)cc1NC(=O)CSc1nnc2cc(C)c3ccccc3n12	-2	13	3.4	1	3	21	-5	0	6
COC(=O)c1ccc(C(=O)O)nc1	3	-3	-0.4	12	3	1	-5	-8	0
Clc1ccccc1Cn1nnc2c(NCCN3CCOCC3)ncnc21	-2	-18	-2.7	-5	-5	-11	19	-3	-13
O=C(CCNC(=O)c1ccccc1)Nc1cccnc1	-1	1	-1.2	-13	1	0	-12	-1	2
O=C(COC(=O)c1cccs1)c1ccccc1	-7	0	0.0	-39	-13	-2	11	-3	14
COc1ccc(NC(=S)N2CCN(C(=O)c3ccco3)CC2)cc1	3	-14	-0.1	-17	5	-4	9	-3	6
CC(C)(C)c1nnc2sc(SCC(=O)c3ccccc3)nn2c1=O	1	10	2.8	25	5	25	16	-1	5
CCN(CC)S(=O)(=O)c1ccc(C(=O)NNC(=O)C2COc3ccccc3O2)cc1 (configuration not stated)	-1	7	-0.2	-10	3	11	-23	-1	22

Single records, from the list above. Values in the order: XBP1 UPR activ, TIM10 inh, UPR CHOP act, Mdm2 MdmX PPI, CXCR6 inh, tim23-1 inh, APJ antagonist, APJ ag, tim10-1 inh
CC(C)(C)c1nnc2sc(SCC(=O)c3ccccc3)nn2c1=O across the screens: 1, 10, 2.8, 25, 5, 25, 16, -1, 5
CCN(CC)S(=O)(=O)c1ccc(C(=O)NNC(=O)C2COc3ccccc3O2)cc1 (configuration not stated) across the screens: -1, 7, -0.2, -10, 3, 11, -23, -1, 22

The listing continues.
SMILES	XBP1 UPR activ	TIM10 inh	UPR CHOP act	Mdm2 MdmX PPI	CXCR6 inh	tim23-1 inh	APJ antagonist	APJ ag	tim10-1 inh
COc1cc(Cl)c(S(=O)(=O)N2CCCC2)cc1Cl	3	17	-0.3	-4	-1	29	-19	-4	13
COc1ccc(Cl)cc1NC(=O)CN(C)C(=O)CCc1nc2ccccc2c(=O)[nH]1	2	12	0.3	14	-1	11	24	-3	9
Cc1ccc(C)c(NCc2ccccc2CO)c1	-1	-8	-0.2	13	-5	1	12	-1	25
CC1CCN(c2ccc(C(=O)NCCc3ccccc3)cn2)CC1	13	-6	5.8	-33	1	28	13	0	-8
CCOc1cc(/C=C2/N=C(c3ccc(C(C)(C)C)cc3)OC2=O)cc(Cl)c1OS(C)(=O)=O	4	-2	7.5	-4	-3	27	5	-4	31
CCOC(=O)N1CCC(NC(=O)CSCc2nc(-c3sccc3C)oc2C)CC1	-3	8	-1.5	-24	-4	5	14	-7	11
Cn1c(CCNC(=O)c2ccco2)nc2cc(NC(=O)c3ccccc3Cl)ccc21	1	13	3.4	-11	-1	11	19	-3	1
CNC(=S)N(Cc1ccc(OC)cc1)C1CC(=O)N(c2ccc(Cl)cc2)C1=O (configuration not stated)	0	12	1.6	-6	-3	20	-4	2	14
COc1ccc(CC(=O)NC(c2ccccc2)c2ccc(C)cc2)c(OC)c1 (configuration not stated)	-2	4	-0.7	-32	6	19	23	-2	20
O=C(NNC1=NCCCCC1)c1cccc([N+](=O)[O-])c1	-2	-7	0.2	23	1	-21	2	-1	0
COc1ccc(/C=C2\SC(=S)N(CCC(=O)NCCCn3ccnc3)C2=O)cc1	-3	-7	-3.0	16	-15	-6	-6	1	-24
C#CC(C)(CC)NC(=O)c1cc2nc(C3CC3)cc(C(F)(F)F)n2n1 (configuration not stated)	-1	-3	-0.1	11	-1	36	-6	-3	24
Cc1ccc(Cl)cc1-c1ccc(C=Nc2ccc(N3CCOCC3)cc2)o1	2	-8	-0.4	15	-3	14	-8	1	2
CCN(CC)c1ccc2cc(C=O)c(=O)oc2c1	2	-28	1.7	-18	-3	-2	-9	-2	27
Cc1cc(NC(=O)CSc2nnc(-c3ccc(Cl)s3)o2)no1	1	-14	-3.6	-6	-13	5	-28	2	-1
COc1ccc(-n2nnnc2SCC(=O)NNC(=O)c2ccc([N+](=O)[O-])cc2)cc1	1	2	0.3	-3	10	13	-1	1	9
CC(C)CNC(=O)c1ccccc1NC(=O)c1ccccc1N(C)S(=O)(=O)c1ccccc1	-3	6	-0.6	2	-4	17	8	0	20
COc1cccc(NC(=O)c2ccc3nc(C)sc3c2)c1	-4	-15	0.6	-38	-8	10	8	1	-16
O=c1/c(=C\c2ccc3c(c2)OCO3)sc2n1CCCN=2	-2	16	-0.5	-104	1	17	5	1	13
CCC(=O)N1CCN(CCN=CC2=C(O)CC(c3ccc(OC)cc3)CC2=O)CC1 (configuration not stated)	-2	-1	-0.6	30	-3	21	-9	2	15
Cc1cc(C)c(NC(=O)C2CC(=O)N(C(C)C)C2)c(C)c1 (configuration not stated)	-3	6	0.9	18	1	-2	-7	1	-8
COc1cccc(-n2c(SCC(N)=O)nnc2-c2c[nH]c3ccccc23)c1	-4	-10	-0.9	38	-5	-1	7	-5	0
Cc1nc(Nc2cccc(C(C)O)c2)c2nnn(Cc3ccc(F)cc3)c2n1 (configuration not stated)	-1	10	2.3	16	-8	-20	-21	3	20
O=C(Cn1cnc2c(NCc3ccccc3)ncnc21)NCCc1cc2ccccc2[nH]1	2	-9	1.0	16	-1	21	nt	nt	-2
Cc1ncn2cc(-c3ccc(Cl)cc3Cl)[nH]c(=O)c12	1	19	-1.5	7	-12	15	0	1	8
Cc1ccccc1NCC(=O)N/N=C\c1ccc([N+](=O)[O-])s1	0	56*	0.0	24	-12	63*	-8	2	53*
COCCNC(=O)CSc1nc2cc3c(cc2c(=O)n1CCCC(=O)NCc1ccc(OC)cc1)OCO3	-4	1	0.1	-2	7	10	-20	-1	5
COCCn1c(=NC(C)=O)sc2cc([N+](=O)[O-])ccc21	-1	-12	2.8	4	5	-22	11	-4	-18
C/C(=N\Nc1nc(C)c(C)s1)c1ccc([N+](=O)[O-])cc1	-2	9	1.2	10	-17	-5	-14	0	9
Cc1c(CC(=O)N2C[C@H]3C[C@@H](C2)c2cccc(=O)n2C3)c(=O)oc2cc3occ(C(C)(C)C)c3cc12	5	-63	-1.6	1	4	-38	-42	7	-23
CC(=O)Nc1ccc(NC(=O)CS(=O)(=O)c2cn(CC(=O)N3CCC(C)CC3)c3ccccc23)cc1	-4	1	0.8	-18	-5	2	-5	-2	-8
CC(=O)Nc1ccc(NC(=O)COC(=O)CCc2nc3ccccc3s2)cc1	-1	6	0.8	13	-8	16	0	-1	2
CC(=O)Nc1c(I)c(NC(C)=O)c(I)c(C(=O)O)c1I	-5&-9	2&4	-0.6&-0.3	13&7	-1&2	5&1	1&12	-1&-1	10&14
CC1(C)Cc2ccccc2C(N/N=C/c2ccc([N+](=O)[O-])cc2)=N1	7	7	1.7	24	12	-1	-4	1	25
C=CCn1c(SCC(=O)c2c(N)n(CCC)c(=O)n(C)c2=O)nnc1-c1ccncc1	-1	4	-0.2	-16	3	9	-3	0	6
CN1CCc2c(sc(NC(=O)C3COc4ccccc4O3)c2C(N)=O)C1 (configuration not stated)	-5	1	11	23	0	-11	-22	-4	-11
CCC(C)NC(=O)Nc1ccc(C)cc1C (configuration not stated)	2	-11	-1.9	18	6	3	1	0	-1
O=C(c1cnc2n(c1=O)CCS2)N1CCCc2ccccc21	-2	4	-1.4	19	8	23	-14	-4	-4
Cc1ccccc1OC(C)C(=O)NCCCN1CCOCC1 (configuration not stated)	-2	5	2.1	-4	5	1	7	2	-4
O=C(NCCSc1c(-c2ccccc2)[nH]c2ccccc12)c1cc2ccccc2oc1=O	-4	15	0.1	25	7	22	6	0	16
Cc1ccc(NS(=O)(=O)c2ccc(C(=O)NCCCN3CCCC3=O)cc2)cc1C	0	11	0.4	7	-10	-1	15	8	-5
Cc1nc2ccccc2c2c1C(=O)N(Cc1cccnc1)C2=O	1	11	1.6	0	-1	25	0	-3	28
O=C(NC(Nc1cc(C(F)(F)F)ccc1Cl)C(=O)c1ccccc1)c1ccccc1 (configuration not stated)	0	-12	0.4	52*	-8	8	34	-3	4
Cc1c(C)c(C)c(S(=O)(=O)NCCc2ccccn2)c(C)c1C	-8	7	-1.1	17	6	19	5	-2	28
Cc1ccc(-n2c([S-])c(C(=O)NC(C)c3ccccc3)[n+]3ccccc23)cc1 (configuration not stated)	5	6	3.3	17	1	7	-10	-3	11
CC(=O)N1CCN(C(=S)c2ccc(-c3ccc(Cl)cc3)o2)CC1	-3	10	1.0	9	-3	30	-11	-2	30

Records above printed as active in Mdm2 MdmX PPI:
| SMILES | XBP1 UPR activ | Mdm2 MdmX PPI | CXCR6 inh | APJ antagonist |
| --- | --- | --- | --- | --- |
| O=C(NC(Nc1cc(C(F)(F)F)ccc1Cl)C(=O)c1ccccc1)c1ccccc1 (configuration not stated) | 0 | 52* | -8 | 34 |

Source: PubChem BioAssay (Sanford-Burnham Center for Chemical Genomics)

These rows are one share of the data (hit frequency here may not be typical).
